Source: PubChem BioAssay (Sanford-Burnham Center for Chemical Genomics)
SKN-1 block: blocks SKN-1 activity in C. elegans; C. elegans VP596 Pgst-4::GFP/RFP ratio, acrylamide-induced, 24 h; inhibition, % at 21.8 µM; actives 0.49% (n = 360,000); AID 624304;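 active = interference check ratio from 0.5 to 1.5 plus GFP to RFP signal ratio inhibition reaching or exceeding a fixed threshold, cut at about 30% in these data, passing the limit was not always enough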; note: some compounds called inactive have numbers as strong as hits
MT1-MMP act inh: blocks activation of human MT1-MMP; actives 0.061% (n = 360,000); P50281; HT1080 RFP-PRO-GFP cells, GFP/RFP ratio fluorescence, overnight; percent of plate control window, DMSO zero; GFP/RFP ratio change, % at 20 µM; AID 651647;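 active = GFP/RFP ratio change of at least 30% with cell ATP level not reduced by more than half and red fluorescence within 50% of control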; note: strong numbers were not always called active
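system = RFP-PRO-GFP reporter HT1080 cells | dosing = 20 µM single dose, 1% DMSO | timing = overnight cell settling, then overnight compound exposure, 37 °C, 5% CO2 | read-out basis = GFP/RFP fluorescence ratio | controls = DMSO and RFP-L50D-GFP cell wells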
STEP inh: blocks human striatal-enriched tyrosine phosphatase | P54829 | recombinant STEP, OMFP fluorogenic substrate, fluorescence | inhibition, % at 20 µM | actives 0.25% (n = 360,000) | AID 588621;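 active = inhibition at 20 µM, scaled per plate between control wells, above about 37%, limit read from the data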;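 note: 0% = DMSO with enzyme and substrate and 100% = substrate only without enzyme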
Target sequence (P54829 whole entry, looked up): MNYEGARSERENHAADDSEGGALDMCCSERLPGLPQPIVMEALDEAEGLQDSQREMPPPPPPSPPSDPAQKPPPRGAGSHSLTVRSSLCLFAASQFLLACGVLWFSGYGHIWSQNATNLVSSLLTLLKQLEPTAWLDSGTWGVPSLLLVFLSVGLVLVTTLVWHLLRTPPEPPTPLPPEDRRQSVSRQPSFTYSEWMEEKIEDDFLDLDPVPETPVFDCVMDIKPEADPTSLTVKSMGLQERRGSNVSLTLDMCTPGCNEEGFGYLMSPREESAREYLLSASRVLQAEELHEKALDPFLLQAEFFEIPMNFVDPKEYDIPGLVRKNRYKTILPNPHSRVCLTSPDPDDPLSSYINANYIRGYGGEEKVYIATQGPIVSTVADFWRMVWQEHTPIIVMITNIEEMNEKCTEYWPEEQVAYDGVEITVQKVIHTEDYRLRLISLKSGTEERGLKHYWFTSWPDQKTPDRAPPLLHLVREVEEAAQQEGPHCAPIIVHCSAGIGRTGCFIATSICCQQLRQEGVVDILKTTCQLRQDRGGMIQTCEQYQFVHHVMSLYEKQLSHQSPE
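Measure: Control-normalized % inhibition with plate pattern correction | Test system: STEP phosphatase, cell-free reaction | Medium: pH 6.0 Bis-Tris with DTT and Tween 20 | Technique: Fluorescence, 480/540 nm | Times: Reaction 20 min, ambient temperature | Doses: Single compound dose of 20 µM, 1% DMSO final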
SUMO1 PPI mod: alters human SUMO1 binding to SIM partners; P63165; inhibition, % at 20 µM; SUMO1 binding to a labelled peptide, TR-FRET, 1 h; actives 0.33% (n = 360,000); in the data active = inhibition above about 37%
Scp1 inh: inhibitors of human Scp-1 phosphatase | Recombinant Scp1, phosphopeptide, malachite green phosphate absorbance | inhibition, % at 20 µM | actives 0.88% (n = 340,000) | AID 493091;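 active = inhibition above about 50% at 20 µM, limit read from the data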;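 note: plate controls were DMSO wells with enzyme for no effect and wells lacking enzyme for full effect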
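assay system = SCP-1 phosphatase catalytic domain, residues 76-261 | buffer or medium = 50 mM Tris acetate pH 5.5, 0.005% Tween-20, 10 mM MgCl2 | incubation = enzyme reaction 45 min at room temperature, colour 5 min, stabilisation 30 min | signal = Phosphate-binding colour reagent, absorbance read at 630 nm | measure = % inhibition at 20 µM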
NadD block: blocks S. aureus nicotinate mononucleotide adenylyltransferase | inhibition, % at 20 µM | AID 602399 | actives 0.78% (n = 360,000) | purified NadD enzyme, colorimetric absorbance read-out; in the data active = inhibition above about 26%; note: some compounds past the cut are filed as inactive
DNMT1 block: blocks human DNA methyltransferase DNMT1; DNMT1 molecular beacon, Hinp1I cleavage, fluorescence; inhibition (reported as % activation of signal), % at 10 µM; actives 0.83% (n = 360,000); AID 588458; in the data active = inhibition above about 50%
CendR NRP1 mod: NRP-1/CendR interaction modulation | O14786 | FAM-RPARPAR peptide binding to NRP-1, fluorescence polarization | inhibition, % at 25 µM | actives 0.85% (n = 360,000) | AID 602438;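 active = inhibition or corrected inhibition above about 18%, plus a signal ratio from 0.5 to 1.5, limit read from the data, passing the limit was not always enough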; note: strong numbers were not always called active
LMPTP inh: blocks human LMPTP phosphatase. recombinant LMPTP-A, OMFP fluorogenic substrate, fluorescence intensity. inhibition, % at 20 µM. actives 0.22% (n = 360,000). AID 651560;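 active = compounds that cut the enzyme signal by at least half of the control window in the single-dose screen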;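 note: plate controls were DMSO wells with enzyme plus substrate for no effect and substrate without enzyme for full effect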
Target sequence (P24666 whole entry, looked up): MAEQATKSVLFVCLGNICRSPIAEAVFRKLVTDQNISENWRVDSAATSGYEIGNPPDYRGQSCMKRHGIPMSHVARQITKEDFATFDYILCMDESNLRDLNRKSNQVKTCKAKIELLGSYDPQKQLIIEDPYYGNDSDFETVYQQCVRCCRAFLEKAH
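material = LMPTP-A | quantity = 0.625 nM enzyme | reagent = OMFP substrate, 400 µM final | buffer or medium = Bis-Tris pH 6.0, DTT, detergent | detection = endpoint fluorescence intensity from OMFP dephosphorylation | dosing = single 20 µM dose | read-out basis = % inhibition relative to no-enzyme and uninhibited control wells | control set = no-enzyme and uninhibited controls | timing = 50 min at room temperature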
Rpn11 block: inhibitors of human proteasome Rpn11 | O00487 | human 26S proteasome, Ub4-pepOG fluorescence polarization; 20S core pre-blocked with epoxomicin | AID 588493 | calls only at 20 µM | actives 0.59% (n = 360,000);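 active = inhibition at 20 µM, scaled to each plate's controls, above about 33%, limit read from the data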
Target sequence (O00487 whole entry, looked up): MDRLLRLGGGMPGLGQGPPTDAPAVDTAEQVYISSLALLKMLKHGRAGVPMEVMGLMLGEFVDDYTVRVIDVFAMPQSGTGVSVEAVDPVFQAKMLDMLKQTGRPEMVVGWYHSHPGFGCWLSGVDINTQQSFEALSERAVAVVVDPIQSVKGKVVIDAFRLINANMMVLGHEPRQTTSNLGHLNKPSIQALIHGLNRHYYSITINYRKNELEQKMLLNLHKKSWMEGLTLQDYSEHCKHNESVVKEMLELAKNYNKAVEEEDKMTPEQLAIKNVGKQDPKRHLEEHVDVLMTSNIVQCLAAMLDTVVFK
An asterisk follows results filed as active; i = inactive; / = not tested or not shown; + = active, no number.

SMILES	SKN-1 block	MT1-MMP act inh	STEP inh	SUMO1 PPI mod	Scp1 inh	NadD block	DNMT1 block	CendR NRP1 mod	LMPTP inh	Rpn11 block
CC(CCC(C)C(C)(C)C)[C@@H]1CC[C@H]2C3C[C@H](OS(O)(=S)=S)[C@H]4C[C@H](OS(O)(=S)=S)[C@@H](OS(O)(=S)=S)C[C@]4(C)[C@H]3CC[C@]12C (stereo partly drawn) (tested in a mixture with another compound)	13	13	31	45*	25	53*	-167	36*	81*	+
O=C1CCC(C(=O)N2CCN(c3cnccn3)CC2)CN1CCc1ccccc1 (stereo not drawn)	8	4	1	-2	/	-5	-4	18	-1.6	i
O[C@H]1C[C@H](c2ccccc2)N(CC2CCCCC2)C[C@@H]1n1cc(C2CC2)nn1	8	-5	-1	10	/	-7	-4	-12	1.4	i
Cc1ccccc1Nc1nc(N)nc(CSc2nnnn2-c2ccccc2)n1	10	-2	0	-2	-3	0	-4	-4	-0.1	i
COc1ccc(NC(=O)CO/N=C2/CCCc3nonc32)c(OC)c1	-8	-3	-5	-2	-2	-7	4	-4	-0.4	i
COc1cc(/C=C2\SC(=Nc3ccc(N4CCOCC4)cc3)N(C)C2=O)ccc1OC(C)C(=O)O (stereo not drawn)	0	-2	3	-15	-9	14	-2	11	0.5	i
Cc1ccc(-c2cc(C(=O)N/N=C/c3ccc(Cl)cc3)n[nH]2)o1	22	1	5	-6	65*	5	2	7	2.1	i
COc1ccc(CN(Cc2cccnc2)S(=O)(=O)c2ccc(-n3cnnn3)c(C)c2)cc1OC	4	5	1	3	-4	4	1	-8	0.3	i
COc1ccccc1C(=O)N1CCN(C2CCN(Cc3ccccc3)CC2)CC1	4	-1	-3	1	0	6	-1	0	-1.7	i
Cc1ccc(C)c(OCC(=O)Nc2nonc2NC(=O)COc2cc(C)ccc2C)c1	-7	1	2	3	-2	7	11	-1	0.9	i
O=C1c2ccccc2C(Nc2ccc3c(c2)OCCO3)N1Cc1ccccc1 (stereo not drawn)	6	-2	-3	2	-16	5	-1	1	0.8	i
CSc1nnc(C)c(=O)n1COC(=O)COc1ccc(Cl)cc1	3	-3	-3	3	-10	-5	110*	3	-0.9	i
Cn1nccc1-c1coc2c(C(=O)NCc3ccccc3)cccc12	-1	0	-1	17	/	2	-3	-3	0.0	i
Nc1cccc(CCc2ccncc2)c1	-1	0	-2	0	-14	4	-3	10	0.5	i
CCOC(=O)C[n+]1c(C)csc1C	8	3	-1	2	-10	0	3	-5	-0.6	i
O=C(c1ccccc1)c1c[nH]c(C(=O)NCCCN2CCOCC2)c1	12	1	-6	6	-11	0	2	8	-2.5	i
Cn1c2ccc(Cl)cc2c2nc3ccccc3nc21	12	2	5	-10	-3	-9	13	-9	3.1	i
O=C1NC2=C(C(=O)CCC2)C(c2ccc3ncccc3c2)N1 (stereo not drawn)	11	5	2	-2	-3	-1	5	10	-0.3	i
COc1ccc(NC(=O)NCc2ccccn2)cc1OC	-1	8	-4	1	-18	0	-2	4	-0.3	i
CCCC(=O)Nc1cccc(-c2nc3cc(C)c(C)cc3o2)c1	0	0	-3	-1	-14	-4	5	-11	-0.3	i
CC(C(=O)Nc1sc2c(c1C(=O)NCc1ccco1)CCCC2)N1C(=O)c2ccccc2C1=O (stereo not drawn)	1	-1	-1	1	-15	19	14	-8	0.4	i
CCC1(c2ccc(F)cc2)NC(=O)N(CC(=O)N2CCc3ccccc3C2)C1=O (stereo not drawn)	-1	-1	0	0	2	-5	3	-1	-1.1	i
Cc1ccc(SCCn2nc(C(=O)O)c3ccccc3c2=O)cc1	2	0	-1	-2	-5	-7	-2	-7	-1.4	i
COc1ccccc1N1CCN(C(=O)c2ccc(S(=O)(=O)N3CCCCC3)cc2)CC1	28	3	-1	-1	1	3	0	16	1.6	i
O=C(CNC(=O)c1ccc(Br)o1)NCc1ccccc1	21	3	-4	10	-8	1	1	-2	-1.9	i

Some of the entries so far, bar-delimited.
smiles | SKN-1 block | MT1-MMP act inh | STEP inh | SUMO1 PPI mod | Scp1 inh | NadD block | DNMT1 block | CendR NRP1 mod | LMPTP inh | Rpn11 block
CSc1nnc(C)c(=O)n1COC(=O)COc1ccc(Cl)cc1 | 3 | -3 | -3 | 3 | -10 | -5 | 110* | 3 | -0.9 | i
Cn1nccc1-c1coc2c(C(=O)NCc3ccccc3)cccc12 | -1 | 0 | -1 | 17 | / | 2 | -3 | -3 | 0.0 | i
Nc1cccc(CCc2ccncc2)c1 | -1 | 0 | -2 | 0 | -14 | 4 | -3 | 10 | 0.5 | i
CCOC(=O)C[n+]1c(C)csc1C | 8 | 3 | -1 | 2 | -10 | 0 | 3 | -5 | -0.6 | i
O=C(c1ccccc1)c1c[nH]c(C(=O)NCCCN2CCOCC2)c1 | 12 | 1 | -6 | 6 | -11 | 0 | 2 | 8 | -2.5 | i
Cn1c2ccc(Cl)cc2c2nc3ccccc3nc21 | 12 | 2 | 5 | -10 | -3 | -9 | 13 | -9 | 3.1 | i
O=C1NC2=C(C(=O)CCC2)C(c2ccc3ncccc3c2)N1 (stereo not drawn) | 11 | 5 | 2 | -2 | -3 | -1 | 5 | 10 | -0.3 | i
COc1ccc(NC(=O)NCc2ccccn2)cc1OC | -1 | 8 | -4 | 1 | -18 | 0 | -2 | 4 | -0.3 | i
CCCC(=O)Nc1cccc(-c2nc3cc(C)c(C)cc3o2)c1 | 0 | 0 | -3 | -1 | -14 | -4 | 5 | -11 | -0.3 | i
CC(C(=O)Nc1sc2c(c1C(=O)NCc1ccco1)CCCC2)N1C(=O)c2ccccc2C1=O (stereo not drawn) | 1 | -1 | -1 | 1 | -15 | 19 | 14 | -8 | 0.4 | i
CCC1(c2ccc(F)cc2)NC(=O)N(CC(=O)N2CCc3ccccc3C2)C1=O (stereo not drawn) | -1 | -1 | 0 | 0 | 2 | -5 | 3 | -1 | -1.1 | i
Cc1ccc(SCCn2nc(C(=O)O)c3ccccc3c2=O)cc1 | 2 | 0 | -1 | -2 | -5 | -7 | -2 | -7 | -1.4 | i
COc1ccccc1N1CCN(C(=O)c2ccc(S(=O)(=O)N3CCCCC3)cc2)CC1 | 28 | 3 | -1 | -1 | 1 | 3 | 0 | 16 | 1.6 | i

The list goes on.
SMILES	SKN-1 block	MT1-MMP act inh	STEP inh	SUMO1 PPI mod	Scp1 inh	NadD block	DNMT1 block	CendR NRP1 mod	LMPTP inh	Rpn11 block
Cc1cccc(NC(=O)CSCC(=O)Nc2ccccc2C(=O)NC2CC2)c1	17	0	1	3	-5	1	-1	-6	-0.6	i
O=C(Nc1cc2c(oc1=O)CCCC2=O)c1ccc(Cl)cc1	-18	0	4	-14	68*	5	97*	-35	35	i
CCN1CSC(=S)N(Cc2ccccc2)C1	13	-2	4	0	1	-4	2	4	-1.5	i
COc1ccc(COC(=O)CCS(=O)(=O)c2ccc(C)cc2)cc1	14	-1	3	4	3	-5	-4	7	-0.4	i
CCOc1ccc(NC(=O)CSc2nc3ccccc3c(=O)n2CCCC(=O)NCCCN2CCCC2=O)cc1	1	0	-3	2	-2	-1	4	1	-2.3	i
C/C(=N\NC(=S)NCCc1ccccc1)c1ccc(Cl)cc1Cl	-5	1	2	1	-2	-1	1	6	1.9	i
C/C(=N\NC(=O)c1ccc(-c2ccccc2)cc1)C1C(=O)c2ccccc2C1=O	-4	6	1	14	-9	9	-35	4	-1.2	i
C(=N\N1CCN(C2c3ccccc3-c3ccccc32)CC1)/c1ccncc1	-20	-8	8	-3	-1	1	-5	5	5.9	i
O=[N+]([O-])c1ccccc1NCCNc1ncc(C(F)(F)F)cc1Cl	33	5	5	-8	-8	-5	10	5	3.9	i
CN1C(=O)c2ccc(C(=O)Nc3ccccc3O)cc2C1=O	11	2	-1	-34	-4	2	-7	7	-0.9	i
O=C(O)CCn1c(SCCc2ccccc2)nc2ccccc21	1	1	0	7	0	0	2	0	0.1	i
CN(C)/C=N/c1cc(=O)n(Cc2ccccc2)c(=O)n1C	-8	3	0	-3	-8	-5	5	8	0.8	i
CC1C/C(=C/c2ccccn2)C(=O)/C(=C/c2ccccn2)C1 (stereo not drawn)	-2	-24	-1	1	-7	2	5	-1	-2.3	i
O=C(c1ccc(N2CCCC2=O)cc1)N1CCN(c2ccc(Cl)cc2)CC1	5	-5	0	-30	-22	5	-2	5	1.0	i
CCN(CC)c1ccc(S(=O)(=O)N2CCCCC2)cc1NC(=O)C1CSC2(C)CCC(=O)N12 (stereo not drawn)	-6	0	-2	-31	-6	1	-11	8	-7.0	i
CC(=O)Nc1cccc(NC(=O)CSc2nccn2Cc2ccccc2)c1	2	3	3	-2	-3	-7	1	8	-0.8	i
Cc1ccc(NC(=O)c2c(C(=O)Nc3ccccc3)sc3nc(C)cc(=O)n23)cc1	11	-1	-3	-1	-1	-2	8	-10	1.4	i
Cn1c(=O)n(C)c2cc(NC(=O)c3ccc(F)cc3)c(Br)cc21	-4	2	-1	6	-10	-5	2	0	-1.4	i
O=C(CN1CCC(n2nnc3cc(C(F)(F)F)ccc32)CC1)NCc1cccs1	9	9	-4	2	-4	3	-3	-13	-0.2	i

Shown field by field: entries from further up
CC(=O)Nc1cccc(NC(=O)CSc2nccn2Cc2ccccc2)c1
  SKN-1 block: 2; MT1-MMP act inh: 3; STEP inh: 3; SUMO1 PPI mod: -2; Scp1 inh: -3; NadD block: -7; DNMT1 block: 1; CendR NRP1 mod: 8; LMPTP inh: -0.8; Rpn11 block: i

Cc1ccc(NC(=O)c2c(C(=O)Nc3ccccc3)sc3nc(C)cc(=O)n23)cc1
  SKN-1 block: 11; MT1-MMP act inh: -1; STEP inh: -3; SUMO1 PPI mod: -1; Scp1 inh: -1; NadD block: -2; DNMT1 block: 8; CendR NRP1 mod: -10; LMPTP inh: 1.4; Rpn11 block: i
